TWEAK Fn14 block = TWEAK-Fn14 signaling inhibition | TWEAK-stimulated Fn14 reporter cells, luciferase luminescence, 8 h | inhibition, % at 10 µM | 2% of 360,000 active; in the data active means inhibition above about 50%
HIF-2a inh = HIF-2a inhibition; inhibition, % at 18.8 µM; 786-0 RCC cells HIF-2a reporter, luciferase luminescence, overnight; 0.72% of 360,000 active;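 active means inhibition of the luminescence signal of 40% or more relative to plate controls, in a single-dose primary screen at 18.75 µM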
KKLEB cytotox = CF airway cell cytotoxicity counter-screen | KKLEB CF airway cells viability, ATPlite luminescence, overnight; stronger effect = lower value; cells stimulated with P. aeruginosa culture filtrate | activity change (cytotoxicity), % at 5 µM | AID 602141 | 0.36% of 360,000 active;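 active means corrected activity change at or below -50% at 5 µM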
NR2E3 ag-1 = agonists of human NR2E3 nuclear receptor; Q9Y5X4; CHO-S Gal4-NCOR/VP16-NR2E3 two-hybrid, luciferase; inhibition of corepressor binding, % at 3.98 µM; 0.35% of 360,000 active; AID 602229;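 active means inhibition above the mean of all tested compounds plus 3 SD, cut at about 70% in these data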;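 further: 0% = DMSO with NR2E3 transfected cells and 100% = cells lacking NR2E3 construct; higher means lower luciferase signal from less NR2E3 corepressor binding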
Target sequence (Q9Y5X4 whole entry, looked up, the tested form may be a part): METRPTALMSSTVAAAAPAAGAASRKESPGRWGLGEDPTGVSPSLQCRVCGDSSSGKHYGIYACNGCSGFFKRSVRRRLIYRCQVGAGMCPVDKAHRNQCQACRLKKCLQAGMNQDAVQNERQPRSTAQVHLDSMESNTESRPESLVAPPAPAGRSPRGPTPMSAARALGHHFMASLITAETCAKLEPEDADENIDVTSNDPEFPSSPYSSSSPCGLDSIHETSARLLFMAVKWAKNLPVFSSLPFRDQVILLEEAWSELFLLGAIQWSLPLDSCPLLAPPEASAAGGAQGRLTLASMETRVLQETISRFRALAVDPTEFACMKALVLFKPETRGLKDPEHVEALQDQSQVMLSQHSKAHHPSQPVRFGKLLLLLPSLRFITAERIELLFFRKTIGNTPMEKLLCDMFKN
NR2E3 ag-2 = NR2E3 (human) agonism; inhibition of corepressor binding, % at 4.78 µM; 0.12% of 320,000 active; Q9Y5X4; GST-NR2E3/biotin-RetCOR TR-FRET, 1536-well; AID 2300;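 active means percent inhibition above the cutoff of mean plus 3 SD of all tested compounds, set per screening campaign, cut at about 20% in these data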;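 further: 0% = DMSO wells and 100% = biotin wells as full block of FRET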
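System: GST-NR2E3 and biotin-RetCOR proteins; probe or stimulus: 7 nM biotin-RetCOR; doses: compound at 4.8 µM, single dose; schedule: Compound–protein incubation for 5 h at 4 °C; detection: time-resolved FRET; read-out: percent inhibition; controls: biotin wells as high control, 0.6% DMSO wells as low control; format: 1536-well plates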
Peg3 prom inh = reduces Peg3 promoter-driven luciferase expression in HeLa. inhibition, % at 20 µM. AID 588405. HeLa PEG-Prom luciferase reporter, luminescence, overnight. 1.7% of 360,000 active;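 active means inhibition of at least 50% at 20 µM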
CF NFkB inh = blocks PAF-induced NF-kB reporter in cystic fibrosis cells; KKLEB NF-kB-GFP reporter, GFP fluorescence overnight; inhibition, % at 5 µM; 0.86% of 360,000 active; AID 588850;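 active means at least 50% inhibition at 5 µM, scaled per plate between neutral and stimulator controls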;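 further: PAF is a Pseudomonas aeruginosa culture filtrate used as stimulus; plate controls were PAF-stimulated DMSO wells for no effect and unstimulated DMSO wells for full effect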
Shn3 3UTR inh = inhibitors of Schnurri-3 3'UTR reporter in osteoblasts; Clone20 osteoblast Shn3 3'UTR firefly luciferase, 24 h; AID 588674; 0.52% of 360,000 active; inhibition, % at 12.5 µM;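 active means mean inhibition of at least 75% with every replicate also reaching 75%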;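 further: 0% = median of neutral control wells and 100% = pilot-screen positive control compound; some compounds past the cut are filed as inactive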
TRPM1 prom inh = inhibitors of MITF-driven TRPM1 promoter in melanoma cells. 0.83% of 330,000 active. SK-MEL-5 TRPM1 promoter luciferase, 24 h. AID 488899. inhibition, % at 12.5 µM;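 active means mean inhibition across replicates of 60% or more, whatever share of single replicates reaches that level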; further: values of inactives mirror those of a sister screen read the other way
hiPSC survival = enhancers of human iPSC single-cell survival | hiPSC single-cell survival, ATPlite luminescence; 100% = ROCK inhibitor wells, 0% = DMSO | survival enhancement, % at 20 µM | 0.044% of 360,000 active; in the data active means survival enhancement above about 18%;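 further: cells exposed to compounds for 16 hours before the ATP read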
aDG glyco up = increases alpha dystroglycan glycosylation; Pro5-aDG cells, alpha-DG glycosylation AlphaScreen (IIH6); 0% Pro5, 100% B10-LARGE cell signal; activation, % at 10 µM; 0.22% of 360,000 active;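 active means activation of at least 8% versus controls, or a plate z-score of at least 8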;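 further: Pro5 are CHO cells carrying HIG-tagged alpha-DG that lacks glycosylation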
Starred values were filed as active, the others as inactive.

What do the screens show for `O=C(/C=C/c1ccccc1Cl)NCCc1ccc(F)cc1`?
TWEAK Fn14 block: -15.3; HIF-2a inh: -109.9; KKLEB cytotox: -5.4; NR2E3 ag-1: -37.5; NR2E3 ag-2: 0.9; Peg3 prom inh: -85.1; CF NFkB inh: 12.1; Shn3 3UTR inh: -2.6; TRPM1 prom inh: -17.1; hiPSC survival: -1.2; aDG glyco up: -0.1

Results for COc1cccc(C(=O)N2CCN(Cc3ccccn3)CC2)c1 ?
TWEAK Fn14 block: -1.8; HIF-2a inh: 9.3; KKLEB cytotox: 9.4; NR2E3 ag-1: -17.7; NR2E3 ag-2: 0.6; Peg3 prom inh: 2.6; CF NFkB inh: -5.7; Shn3 3UTR inh: 5.6; hiPSC survival: 0.1; aDG glyco up: 0.3

What do the screens show for `CN(Cc1ccccc1)C(=O)c1ccc(NC(=O)Cc2ccc(NC(=O)C3CCCN(C(=O)C4CC4)C3)cc2)cc1` (stereo not given)?
TWEAK Fn14 block: 4.1; HIF-2a inh: -10.8; KKLEB cytotox: 4.2; NR2E3 ag-1: -30.7; Peg3 prom inh: 0.3; CF NFkB inh: 6.3; Shn3 3UTR inh: -5.4; TRPM1 prom inh: 2.9; hiPSC survival: 0.3; aDG glyco up: -0.2

What do the screens show for `O=C(c1cc2ccccc2cc1O)N1CCN(c2ccccc2O)CC1`?
TWEAK Fn14 block: 9.3; HIF-2a inh: -1.1; KKLEB cytotox: -4.7; NR2E3 ag-1: -9.5; NR2E3 ag-2: 3.9; Peg3 prom inh: 21.2; CF NFkB inh: 25.5; Shn3 3UTR inh: 7.8; TRPM1 prom inh: 20.9; hiPSC survival: -0.2; aDG glyco up: -0.3

What do the screens show for `Cc1nc(-c2cccc(N)c2)cs1`?
TWEAK Fn14 block: 0.9; HIF-2a inh: -44.1; KKLEB cytotox: 5.9; NR2E3 ag-1: -31.1; NR2E3 ag-2: 2.3; Peg3 prom inh: -51.5; CF NFkB inh: -14.6; Shn3 3UTR inh: -21.7; TRPM1 prom inh: -8.0; hiPSC survival: -3.6; aDG glyco up: 0.2

What do the screens show for `COc1ccc(CCNC(=O)CN2CCC(C)CC2)cc1OC`?
TWEAK Fn14 block: 3.5; HIF-2a inh: 19.3; KKLEB cytotox: -5.5; NR2E3 ag-1: 16.3; NR2E3 ag-2: 0.9; Peg3 prom inh: 1.4; CF NFkB inh: 19.8; Shn3 3UTR inh: 6.6; TRPM1 prom inh: 13.5; hiPSC survival: -1.3; aDG glyco up: 0.0

Results for O=C(NCc1cccs1)C1CCCN(C(=O)Nc2ccccc2)C1 (stereo not given) ?
TWEAK Fn14 block: 12.5; HIF-2a inh: 1.4; KKLEB cytotox: 8.1; NR2E3 ag-1: 3.2; NR2E3 ag-2: 1.6; Peg3 prom inh: 6.8; CF NFkB inh: -0.8; Shn3 3UTR inh: -34.3; TRPM1 prom inh: 19.1; hiPSC survival: -0.4; aDG glyco up: -0.1

How did COCCCn1c(=O)c2ccccc2n(Cc2ccccc2)c1=O do in these assays?
TWEAK Fn14 block: -12.5; HIF-2a inh: 12.3; KKLEB cytotox: -9.0; NR2E3 ag-1: 11.9; NR2E3 ag-2: 3.0; Peg3 prom inh: 19.1; CF NFkB inh: 12.5; Shn3 3UTR inh: 18.1; TRPM1 prom inh: 0.4; hiPSC survival: -0.1; aDG glyco up: 0.2

What do the screens show for `C=CCn1c(=O)/c(=C/c2ccc(Cl)cc2)s/c1=C(\C#N)c1nnc2n1CCCCC2`?
TWEAK Fn14 block: 32.4; HIF-2a inh: 18.6; KKLEB cytotox: 2.4; NR2E3 ag-1: -2.7; Peg3 prom inh: 27.4; CF NFkB inh: -7.9; Shn3 3UTR inh: 4.7; TRPM1 prom inh: -7.5; hiPSC survival: 3.1; aDG glyco up: 0.2

How did CCNc1nc(NC#N)nc(SCC(=O)OCC)n1 do in these assays?
TWEAK Fn14 block: -20.4; HIF-2a inh: 9.4; KKLEB cytotox: 3.0; NR2E3 ag-1: -15.5; NR2E3 ag-2: 0.1; Peg3 prom inh: 0.9; CF NFkB inh: 14.5; Shn3 3UTR inh: -6.4; TRPM1 prom inh: -15.3; hiPSC survival: -0.1; aDG glyco up: -0.2

How did COc1ccc(C2C(C(=O)NCCN3CCOCC3)c3ccccc3C(=O)N2C)cc1OC (stereo not given) do in these assays?
TWEAK Fn14 block: 3.9; HIF-2a inh: 7.5; KKLEB cytotox: 0.9; NR2E3 ag-1: 5.3; NR2E3 ag-2: 2.8; Peg3 prom inh: 0.6; CF NFkB inh: 0.4; Shn3 3UTR inh: -8.2; TRPM1 prom inh: -2.0; hiPSC survival: 1.3; aDG glyco up: 0.0

Results for O=S1(=O)CC(N2CCCCC2)CN1CCc1ccccc1 (stereo not given) ?
TWEAK Fn14 block: 5.3; HIF-2a inh: 7.2; KKLEB cytotox: 1.6; NR2E3 ag-1: 24.6; Peg3 prom inh: 8.9; CF NFkB inh: -12.0; Shn3 3UTR inh: -6.5; hiPSC survival: 10.7; aDG glyco up: 0.2

How did Cc1cc2c(cc1C)C(c1ccccc1OC(C)C)CC(=O)N2 (stereo not given) do in these assays?
TWEAK Fn14 block: -0.2; HIF-2a inh: 24.6; KKLEB cytotox: -6.4; NR2E3 ag-1: -39.5; NR2E3 ag-2: -3.8; Peg3 prom inh: 24.3; CF NFkB inh: 12.9; Shn3 3UTR inh: 4.4; TRPM1 prom inh: 10.0; hiPSC survival: -0.4; aDG glyco up: -0.1

What do the screens show for `COc1cc(Br)c(C(C)NC(=O)c2cccc(Br)c2)cc1OC` (stereo not given)?
TWEAK Fn14 block: 19.4; HIF-2a inh: 13.4; KKLEB cytotox: -9.7; NR2E3 ag-1: 3.2; NR2E3 ag-2: -1.9; Peg3 prom inh: 19.1; CF NFkB inh: -5.3; Shn3 3UTR inh: 5.7; TRPM1 prom inh: 12.1; hiPSC survival: 1.2; aDG glyco up: 0.7

How did CCc1cccc(NC(=S)N(CCCN2CCOCC2)C(C)c2cc3cccc(OC)c3o2)c1 (stereo not given) do in these assays?
TWEAK Fn14 block: -4.5; HIF-2a inh: 13.4; KKLEB cytotox: -3.8; NR2E3 ag-1: -41.1; NR2E3 ag-2: 2.2; Peg3 prom inh: 12.8; CF NFkB inh: 2.2; Shn3 3UTR inh: 29.7; TRPM1 prom inh: -0.6; hiPSC survival: 0.3; aDG glyco up: 0.3

How did CC(=O)Oc1ccc(Cn2c(C)c(C(=O)NC3CC3)sc2=O)cc1 do in these assays?
TWEAK Fn14 block: -2.6; HIF-2a inh: -9.4; KKLEB cytotox: 10.3; NR2E3 ag-1: -3.1; Peg3 prom inh: -4.9; CF NFkB inh: -24.0; Shn3 3UTR inh: -4.5; hiPSC survival: 0.0; aDG glyco up: -0.1

Results for CCc1ccc(C(=O)NNc2ccc(C)c(Cl)c2)cc1 ?
TWEAK Fn14 block: -8.6; HIF-2a inh: -67.3; KKLEB cytotox: -6.6; NR2E3 ag-1: 23.8; NR2E3 ag-2: -3.9; Peg3 prom inh: -11.5; CF NFkB inh: -9.2; Shn3 3UTR inh: 12.1; TRPM1 prom inh: -6.5; hiPSC survival: -0.2; aDG glyco up: 0.2

What do the screens show for `COCCCNc1nc2ccccc2nc1NS(=O)(=O)c1ccc(C)cc1`?
TWEAK Fn14 block: -9.1; HIF-2a inh: 15.6; KKLEB cytotox: 2.1; NR2E3 ag-1: 11.4; NR2E3 ag-2: -2.7; Peg3 prom inh: 0.3; CF NFkB inh: 12.6; Shn3 3UTR inh: 23.4; TRPM1 prom inh: 6.3; hiPSC survival: -0.6; aDG glyco up: -0.1

How did COc1ccc(CCNC(=O)c2ccccc2)cc1 do in these assays?
TWEAK Fn14 block: -22.0; HIF-2a inh: -58.4; KKLEB cytotox: 4.4; NR2E3 ag-1: -23.5; NR2E3 ag-2: 1.1; Peg3 prom inh: -65.6; CF NFkB inh: -4.7; Shn3 3UTR inh: -37.1; TRPM1 prom inh: -31.0; hiPSC survival: 0.1; aDG glyco up: -0.1

What do the screens show for `CCc1nc2ccc(C(=O)Nc3ccc(OC)c(OC)c3)cn2c1N(CCC(C)C)CCN(C)C`?
TWEAK Fn14 block: 18.2; HIF-2a inh: -14.3; KKLEB cytotox: 7.1; NR2E3 ag-1: -5.1; Peg3 prom inh: -23.7; CF NFkB inh: 3.1; Shn3 3UTR inh: 14.2; hiPSC survival: -2.4; aDG glyco up: 0.0

How did CCCCNC(=O)C1CCN(C(=O)C2CCN(S(=O)(=O)c3ccc(C)cc3)CC2)CC1 do in these assays?
TWEAK Fn14 block: -1.2; HIF-2a inh: 10.9; KKLEB cytotox: -2.8; NR2E3 ag-1: -6.1; NR2E3 ag-2: -3.3; Peg3 prom inh: 0.2; CF NFkB inh: 6.4; Shn3 3UTR inh: 10.5; TRPM1 prom inh: -5.7; hiPSC survival: 0.5; aDG glyco up: 0.2

What do the screens show for `Cc1n[nH]c(=O)c2c(NC(=O)CSc3nc4ccccc4c(=O)n3CCCOC(C)C)oc(C)c12`?
TWEAK Fn14 block: -5.7; HIF-2a inh: -7.5; KKLEB cytotox: 0.4; NR2E3 ag-1: 13.6; NR2E3 ag-2: -0.3; Peg3 prom inh: -7.5; CF NFkB inh: 8.9; Shn3 3UTR inh: 12.2; TRPM1 prom inh: -5.5; hiPSC survival: 0.1; aDG glyco up: 0.4

Results for COc1ccc(OC(=O)c2cnn(-c3ccccc3)c2C)cc1 ?
TWEAK Fn14 block: -15.1; HIF-2a inh: -185.4; KKLEB cytotox: 6.4; NR2E3 ag-1: -95.2; NR2E3 ag-2: 3.8; Peg3 prom inh: -347.7; CF NFkB inh: -17.5; Shn3 3UTR inh: -49.7; TRPM1 prom inh: -59.8; hiPSC survival: 3.9; aDG glyco up: 0.8

What do the screens show for `COCC1CCCN(C(=O)c2ccc3oc(CCCc4ccccc4)nc3c2)C1` (stereo not given)?
TWEAK Fn14 block: 13.3; HIF-2a inh: -73.8; KKLEB cytotox: 3.7; NR2E3 ag-1: -2.9; NR2E3 ag-2: -0.6; Peg3 prom inh: -36.4; CF NFkB inh: -14.7; Shn3 3UTR inh: 48.6; TRPM1 prom inh: -9.0; hiPSC survival: -0.6; aDG glyco up: 0.2

Results for Cc1ccccc1C(=O)Nc1ccnn1C1CCN(C(=O)c2ccoc2)CC1 ?
TWEAK Fn14 block: 2.6; HIF-2a inh: 8.3; KKLEB cytotox: 9.8; NR2E3 ag-1: -17.8; NR2E3 ag-2: 0.1; Peg3 prom inh: 18.6; CF NFkB inh: -21.3; Shn3 3UTR inh: -1.5; TRPM1 prom inh: 5.9; hiPSC survival: -0.2; aDG glyco up: 0.0

How did COCC(=O)N1CCC(Oc2ccc(C(=O)N(C)CCCC3CCCC3)cc2)CC1 do in these assays?
TWEAK Fn14 block: 14.4; HIF-2a inh: 1.6; KKLEB cytotox: 10.3; NR2E3 ag-1: 0.9; NR2E3 ag-2: 6.7; Peg3 prom inh: 18.6; CF NFkB inh: 10.3; Shn3 3UTR inh: 25.6; TRPM1 prom inh: 16.2; hiPSC survival: -0.3; aDG glyco up: 0.3

Source: PubChem
